Assay outcomes deposited in PubChem by Broad Institute.
EWS-Fli block – EWS/Fli-driven NR0B1 reporter inhibitors, primary screen, A673 cells, NR0B1 luciferase, luminescence, MLPCN library; actives 0.67% (n = 350,000); inhibition, % at 12.6 µM; viability-normalised;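 active means mean inhibition of at least 50% after viability correction, with every replicate also passing that limit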;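 further: firefly luciferase signal divided by Alamar Blue viability fluorescence both relative to DMSO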
PGC1a acetyl inh – inhibitors of PGC1a acetylation signal, primary screen, cell-based, U2OS, AlphaScreen, inhibitor mode. AlphaScreen anti-acetyl-lysine; with virally co-expressed GCN5 acetyltransferase. inhibition, % at 15.6 µM. actives 0.17% (n = 350,000);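 active means every replicate shows inhibition of at least 40%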;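 further: 0% = neutral control wells and 100% = positive control wells; some results beyond the cut were filed as inactive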
S100A4 inh HTS – inhibitors of S100A4-myosin IIA peptide binding, primary screen, biochemical, fluorescence polarization, TAMRA-MyoIIA peptide; Protein S100-A4 (Homo sapiens), P26447; inhibition, % at 10.7 µM; actives 0.14% (n = 360,000); AID 652163, 2013;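 active means mean inhibition of at least 70% across replicates, with every replicate also reaching that level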
Target sequence (P26447 whole entry, looked up): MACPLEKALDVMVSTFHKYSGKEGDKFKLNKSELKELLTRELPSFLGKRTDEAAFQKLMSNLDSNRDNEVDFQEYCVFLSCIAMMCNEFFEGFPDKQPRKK
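Material: human S100A4 monomer with TAMRA-labelled myosin IIA peptide; buffer or medium: HEPES pH 7.2 with CaCl2, KCl, NaCl, DTT, Triton; compound dosing: one concentration per compound; schedule: 5 min incubation before reading; benchmarks: neutral control DMSO, positive control TFP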
PglD DTNB – C. jejuni PglD acetyltransferase inhibitors, primary screen, biochemical, DTNB colorimetric, single point | actives 0.098% (n = 360,000) | AID 602405, 2012 | purified PglD enzyme, DTNB colorimetric CoA detection | UDP-N-acetylbacillosamine N-acetyltransferase PglD (Campylobacter jejuni) | inhibition, % at 12.5 µM; in the data active means inhibition above about 16%, passing the limit was not always enough; further: strong numbers were not always called active
ERAP1 inh – human ERAP1 aminopeptidase inhibitors, primary screen, biochemical, single point, plate reader; inhibition, % at 10.7 µM; actives 0.15% (n = 340,000); Endoplasmic reticulum aminopeptidase 1 (Homo sapiens), Q9NZ08; recombinant ERAP1, Leu-AMC fluorescence, 60 min; AID 652197, 2013;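 active means mean replicate inhibition of at least 30%, or all replicates individually reaching that 30% level; inactive means mean below 30% and not every replicate reaching it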;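 further: 0% = neutral control wells and 100% = L-leucinethiol positive control wells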
Target sequence (Q9NZ08 whole entry, looked up): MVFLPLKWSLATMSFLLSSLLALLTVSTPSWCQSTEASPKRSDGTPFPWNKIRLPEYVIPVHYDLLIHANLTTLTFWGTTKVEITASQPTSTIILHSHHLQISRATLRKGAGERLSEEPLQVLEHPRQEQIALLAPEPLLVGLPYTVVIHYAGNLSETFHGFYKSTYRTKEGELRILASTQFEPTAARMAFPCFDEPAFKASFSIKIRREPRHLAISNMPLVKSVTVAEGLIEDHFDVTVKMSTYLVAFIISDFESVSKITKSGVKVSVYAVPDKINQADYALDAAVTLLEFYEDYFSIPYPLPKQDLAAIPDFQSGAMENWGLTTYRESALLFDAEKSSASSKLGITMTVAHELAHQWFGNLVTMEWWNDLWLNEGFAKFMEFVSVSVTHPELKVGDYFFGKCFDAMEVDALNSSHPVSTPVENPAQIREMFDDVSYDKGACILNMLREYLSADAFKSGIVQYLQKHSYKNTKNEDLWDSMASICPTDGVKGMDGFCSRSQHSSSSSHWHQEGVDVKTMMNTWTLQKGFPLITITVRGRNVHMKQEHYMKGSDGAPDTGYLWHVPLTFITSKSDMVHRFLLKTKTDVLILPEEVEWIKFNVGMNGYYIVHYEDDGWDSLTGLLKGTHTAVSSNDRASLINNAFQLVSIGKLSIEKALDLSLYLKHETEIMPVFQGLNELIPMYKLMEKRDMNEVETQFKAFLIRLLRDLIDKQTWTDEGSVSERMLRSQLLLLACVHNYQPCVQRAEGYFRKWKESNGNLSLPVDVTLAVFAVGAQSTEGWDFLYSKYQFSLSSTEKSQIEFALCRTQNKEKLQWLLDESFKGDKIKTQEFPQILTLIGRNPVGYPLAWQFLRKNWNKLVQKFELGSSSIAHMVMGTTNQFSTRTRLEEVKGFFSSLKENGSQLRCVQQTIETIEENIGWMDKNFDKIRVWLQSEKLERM
LGR2 inh – inhibitors of bursicon-induced LGR2 CRE-luciferase signal, primary screen, cell-based, HEK293, CRE-luciferase reporter, bursicon stimulation | Drosophila bursicon receptor LGR2 (rickets) | bursicon-stimulated, 4 h | actives 0.35% (n = 380,000) | inhibition, % at 9.99 µM;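 active means drop in luminescence signal, shown as inhibition above about 50% in the replicate tests, limit read from the data, passing the limit was not always enough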;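 further: agonist challenge used bursicon conditioned medium at about half maximal strength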
PAX8 reporter – inhibitors of PAX8-driven TPO luciferase reporter, primary screen, RMG-I cells, single concentration; actives 1.2% (n = 360,000); AID 652154, 2013; SteadyGlo, 24 h; inhibition, % at 12.6 µM;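 active means mean replicate inhibition at least 60% with every replicate also reaching 60%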;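 further: luciferase light reporting Pax8 driven TPO promoter activity; plate controls were median of neutral control wells for no effect and mitoxantrone controls for full effect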
FN deposition inh – inhibitors of fibronectin matrix deposition, primary screen, AH1F cells, Alexa488-fibronectin fluorescence, plate reader; AID 743247, 2014; inhibition, % at 12.6 µM; actives 0.086% (n = 350,000); AH1F fibroblasts, overnight;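 active means mean inhibition across replicates of 30% or more, regardless of how many single replicates reach that level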;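 further: positive control wells lacked labelled fibronectin entirely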
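Material: AH1F fibroblast monolayer depositing Alexa488-labelled fibronectin into matrix / Amount: 10000 AH1F cells per well / Signal: fluorescence 485/525 nm / Medium: DMEM, 2% serum / Compound: single dose, pinned / Incubation: 1 h cell adhesion before compound, then overnight fibronectin incubation / Reagent: Alexa488-FN, 24 nM final / Read-out: inhibition of fibronectin deposition signal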
Active calls of the source: *; . = not tested or not shown; & = joins results of further samples.

SMILES | EWS-Fli block | PGC1a acetyl inh | S100A4 inh HTS | PglD DTNB | ERAP1 inh | LGR2 inh | PAX8 reporter | FN deposition inh
CNc1snc(C)c1C(=O)OC(C)C(=O)Nc1cccc(C)c1 (stereo not given) | 7 | -25 | 1 | 1 | -1 | 5 | 12 | -4
Cc1cccnc1NC(=O)C1CCCN1S(=O)(=O)c1ccc(Cl)cc1 (stereo not given) | 7 | . | -2 | -3 | -1 | 8 | 11 | -14
CCOC(=O)Cn1nc(C)c(NC(=O)c2ccc(Br)o2)c1C | -30 | . | -2 | -4 | -1 | -9 | 6 | 5
COC(=O)c1cc2occc2n1CC(=O)N(C)C1CCCCC1 | 3 | . | 0 | . | 3 | 12 | . | .
CCO[C@H]1OC(C(=O)NC2CC2)=C[C@@H](c2ccc(Br)cc2)[C@@H]1CCCO | -1&-6 | 0&6 | 4&4 | -6&-1 | 2&-1 | 25 | 6&-11 | -5
CCOC(=O)/C=C/c1cc(F)ccc1O | -7 | . | -3 | . | -1 | -10 | -12 | 7
Cc1ccc(C(=O)OCC(=O)Nc2ccccc2)cc1NC(=O)c1ccco1 | . | 4 | . | 1 | . | . | -12 | 1
COc1cc(C(=O)OCC(=O)N2c3ccccc3NC(=O)C2(C)C)ccc1OCC(C)C | 10 | . | -38 | . | -1 | 8 | 13 | -6
Cc1cccc(NC(=O)CSc2nc3ccccc3c(=O)n2CC2CCCO2)c1 (stereo not given) | 8 | 12 | -7 | 3 | -1 | -4 | 5 | 9
CC1(CCBr)C(=O)N(c2ccccc2)c2ccccc21 (stereo not given) | -4 | . | -2 | 0 | 6 | -10 | 12 | -4
O=C(CC(F)(F)F)N1C[C@@H]2[C@H](c3ccccc31)[C@@H](CO)N2C(=O)C1CCCCC1 | 13 | 5 | . | 3 | . | -18 | 8 | -7
O=C(Cc1ccccn1)NCC[C@H]1CC[C@@H](NC(=O)Nc2ccc(F)cc2)[C@@H](CO)O1 | -8 | 1 | -7 | 2 | -3 | -8 | 3 | .
CCc1cnc(N2[C@H](CO)[C@@H](c3ccc(C#Cc4ccccc4F)cc3)[C@@H]2C#N)s1 | 12 | -25 | -3 | -2 | 0 | 16 | 49 | .
COc1cccc(CNC(=O)CCNC(=O)C2CCN(S(=O)(=O)c3ccccc3)CC2)c1 | . | . | -3 | 6 | -3 | 26 | 4 | 3
CNCCC=C1c2ccccc2C=Cc2ccccc21 | 9 | -12 | 7 | 1 | 0 | 13 | 11 | -2

6 records picked at random from those above, as already listed:
SMILES | EWS-Fli block | PGC1a acetyl inh | S100A4 inh HTS | PglD DTNB | ERAP1 inh | LGR2 inh | PAX8 reporter | FN deposition inh
Cc1ccc(C(=O)OCC(=O)Nc2ccccc2)cc1NC(=O)c1ccco1 | . | 4 | . | 1 | . | . | -12 | 1
CCO[C@H]1OC(C(=O)NC2CC2)=C[C@@H](c2ccc(Br)cc2)[C@@H]1CCCO | -1&-6 | 0&6 | 4&4 | -6&-1 | 2&-1 | 25 | 6&-11 | -5
O=C(CC(F)(F)F)N1C[C@@H]2[C@H](c3ccccc31)[C@@H](CO)N2C(=O)C1CCCCC1 | 13 | 5 | . | 3 | . | -18 | 8 | -7
O=C(Cc1ccccn1)NCC[C@H]1CC[C@@H](NC(=O)Nc2ccc(F)cc2)[C@@H](CO)O1 | -8 | 1 | -7 | 2 | -3 | -8 | 3 | .
CNc1snc(C)c1C(=O)OC(C)C(=O)Nc1cccc(C)c1 (stereo not given) | 7 | -25 | 1 | 1 | -1 | 5 | 12 | -4
CC1(CCBr)C(=O)N(c2ccccc2)c2ccccc21 (stereo not given) | -4 | . | -2 | 0 | 6 | -10 | 12 | -4

Following part
SMILES | EWS-Fli block | PGC1a acetyl inh | S100A4 inh HTS | PglD DTNB | ERAP1 inh | LGR2 inh | PAX8 reporter | FN deposition inh
CC(C)CN(C(=O)COC(=O)COc1ccc2c(c1)CCC2)c1c(N)n(Cc2ccccc2)c(=O)[nH]c1=O | -1 | . | 3 | . | -1 | -17 | -18 | -11
CC(C)(O)C#Cc1ccc(CN2CCC(CO)(CCc3ccccc3)CC2)cc1 | -46 | . | -8 | -3 | -3 | 17 | 6 | 8
Cc1[nH]c2ccccc2c1Cc1n[nH]c(=S)o1 | 5 | -11 | 60 | -3 | . | 8 | 7 | -7
OC(c1ccccc1)(c1nc(/C=C/c2ccc(C(F)(F)F)cc2)cs1)C(F)(F)F (stereo not given) | -3 | -15 | 0 | -1 | -8 | 15 | 7 | -5
O=C(Cc1ccncc1)Nc1ccc2c(c1)[C@@H]1C[C@@H](CC(=O)NC3CCCC3)O[C@H](CO)[C@@H]1O2 | 0 | 1 | 8 | -2 | 0 | 1 | -10 | -2
COc1ccc(CCNC(=O)COC(=O)c2ccccn2)cc1 | 9 | 6 | 3 | 1 | -3 | 8 | 16 | -5
COc1ccc(S(=O)(=O)Nc2ccc3c(c2)CC(=O)N([C@@H](C)CO)C[C@@H](C)[C@@H](CN(C)C(=O)Nc2ccc(F)cc2)O3)cc1 | 9 | -3 | . | 3 | . | 2 | 17 | .
O=C(C[C@@H]1C[C@H]2c3cc(NC(=O)Nc4ccc(C(F)(F)F)cc4)ccc3O[C@H]2[C@H](CO)O1)NCCc1ccccc1 | 43 | -16 | 0 | 3 | 6 | 27 | 100* | 7
C[C@@H]1CN([C@@H](C)CO)C(=O)c2cc(N(C)C)ccc2O[C@@H]1CN(C)S(=O)(=O)c1ccccc1 | -2 | -1 | 8 | -2 | 1 | -3 | -1 | .
O=C1C2CCCCC2C(=O)N1c1nccs1 (stereo not given) | 4 | 5 | 0 | -6 | -4 | -2 | -11 | -2
COc1ccc(-c2noc(CN(C(=O)c3ccoc3C)C(C)C)n2)cc1 | 0 | . | -2 | -1 | 3 | 6 | -1 | 2
Cc1ccc(NS(=O)(=O)c2cccc(C(=O)NCCCn3ccnc3)c2)cc1 | -15 | . | 2 | . | 1 | -7 | 1 | 4
C/C=C/c1ccc2c(c1)O[C@H](CN(C)C(=O)c1cccnc1)[C@@H](C)CN([C@@H](C)CO)S2(=O)=O | -11 | 11 | 7 | 5 | 1 | 5 | 4 | .
Cc1ncc([N+](=O)[O-])n1CC(=O)Nc1ccc(F)c(F)c1 | -24 | . | 2 | -1 | -4 | 9 | 2 | -2
Cc1cc(/C=N/NC(N)=O)c(C)n1-c1ccc(F)cc1 | -2 | -4 | 1 | . | -1 | -28 | 2 | 4
COc1cccc(C#Cc2ccc([C@@H]3[C@@H](CO)N4C(=O)CN(C(=O)Cc5ccccc5)C[C@H]34)cc2)c1 | -11 | -13 | -3 | . | 0 | 5 | -13 | .
CC(=O)Nc1ccc(S(=O)(=O)N2CCN(C(=O)c3ncoc3-c3cccc(C)c3)CC2)cc1 | . | . | -2 | 9 | -2 | 23 | 11 | 0
COc1ccc(COCC(O)CN2CCC(C(N)=O)CC2)cc1 (stereo not given) | 6 | -3 | -21 | -4 | . | 2 | -3 | -6
CCCCC(=O)NC(c1ccc(OC)c(OC)c1)c1c(O)ccc2ccccc12 (stereo not given) | 7 | -3 | -1 | . | 0 | -2 | . | .
C[C@H]1CN([C@@H](C)CO)C(=O)c2cc(NC(=O)CCN3CCOCC3)ccc2O[C@@H]1CN(C)Cc1ccc(-c2ccccc2)cc1 | . | 4 | 14 | 0 | -3 | -17 | -11 | .
CCCC(=O)N1C[C@@H]2[C@H](c3ccccc31)[C@H](CO)N2C(=O)CC1CC1 | 10 | 2 | 0 | 0 | -1 | -22 | -15 | .
Cc1ccc(C)c(N2CCN(CCCNC(=O)Cn3cc4c(n3)CCC(C)C4)CC2)c1 (stereo not given) | 3 | . | -4 | -1 | -3 | 10 | 9 | 11
Cc1cccc(C)c1NC(=O)COC(=O)c1cc(=O)c2ccccc2o1 | 5 | 10 | -5 | 3 | . | 14 | 0 | 6
CC(=O)N1CCC(=NNc2ccc(S(=O)(=O)N3CCOCC3)cc2[N+](=O)[O-])CC1 | 5 | 3 | 4 | 2 | 1 | -12 | 17 | 1
CCOC(=O)c1sc(NC(=O)CSc2nc(-c3ccco3)cc(C(F)(F)F)n2)c(C(=O)OC)c1C | 7 | . | -2 | . | 4 | 11 | . | .
Cc1ccccc1CN1CCN(C(=O)c2cc(-c3ccncc3)nc3ccccc23)CC1 | . | -7 | 0 | 0 | -4 | 17 | 4 | .
CCN(CC)c1ccc(NC(=O)c2ccc(Br)o2)cc1 | . | -7 | . | 5 | . | . | -143 | 2
COc1ccc(CCNCc2cc(C)n(-c3ccc(OC)cc3)c2C)cc1 | 12 | 5 | -8 | 1 | 0 | -8 | -4 | -1
CC1CCCC(O)(C(C(=O)O)c2ccccc2)C1 (stereo not given) | 5 | 1 | -7 | -7 | -1 | -1 | -5 | 9
CCOc1ccc(NS(=O)(=O)c2ccc3c(c2)n(C)c(=O)n3C)cc1 | 13 | 3 | -1 | -4 | 2 | -26 | 13 | 5
O=C(Nc1ccc2[nH]c(=S)sc2c1)c1ccccc1 | . | -12 | . | . | . | -60 | -65 | 6
CC(C)NC(=O)N(C)C[C@@H]1OCCCC[C@@H](C)Oc2ccc(NS(=O)(=O)c3ccccc3)cc2C(=O)N([C@H](C)CO)C[C@@H]1C | 4 | 8 | 0 | -1 | 2 | -9 | -14 | .
O=C1CN(S(=O)(=O)c2cccc(F)c2)C[C@@H]2[C@@H](c3ccc(C4=CCCC4)cc3)[C@H](CO)N12 | -5 | -8 | -10 | . | 1 | 4 | 16 | 3
COc1cc(CNc2ccc(N3CCCCC3)cc2)ccc1OCC(=O)NC(C)(C)C | 11 | -14 | -15 | -1 | 0 | -13 | -20 | -9
Cc1ccc(OCC(=O)Nc2ccc3c(c2)CCC3)c([N+](=O)[O-])n1 | -38 | 1 | -2 | -3 | 0 | -82 | 16 | 3
CCOC(=O)/C(C#N)=C/c1ccc(OC(=O)c2ccccn2)cc1 | 10 | 1 | -1 | -5 | 7 | -12 | 0 | 4
Cc1noc(C)c1S(=O)(=O)N(C)C[C@@H]1Oc2ccc(NC(=O)CCN3CCOCC3)cc2CC(=O)N([C@@H](C)CO)C[C@@H]1C | 12 | 2 | -6 | . | 0 | 4 | -1 | .
COc1cccc(OCc2nnc3n2N=C(c2ccccc2)C(CC(=O)O)S3)c1 (stereo not given) | -3 | . | 4 | 0 | 0 | -10 | 5 | 3
Nc1ccccc1N=Cc1ccc(-c2cccc(Cl)c2)o1 | -145 | -13 | -21 | -2 | -2 | -1 | -112 | 6
CCN(CC)c1ccc(/C=C(/C#N)C(=O)NC(C)C)o1 | -36 | . | -11 | -2 | 8 | -4 | -42 | -4
COc1ccccc1CN1C[C@@H](C)[C@@H](OC)CN(C)C(=O)c2cc(NC(C)=O)ccc2OC[C@H]1C | 0 | -1 | 3 | 1 | . | -9 | 0 | -9
CC(C)C[C@H](NC(=O)c1nc[nH]c1C(=O)NCc1ccc(CNC(=O)OC(C)(C)C)cc1)C(=O)OCc1ccccc1 | 2 | -13 | 1 | 2 | -4 | 3 | 14 | 3
CO[C@@H]1CC[C@@H]2CCOc3ccc(C#N)cc3C(=O)N(C)C[C@@H](c3ccccc3)CC(=O)N(C)C[C@@H]1O2 | 6 | . | . | 2 | . | 6 | -3 | 0
